# Screens: PubChem BioAssay, Broad Institute
# esBAF inh = SWI/SNF esBAF complex inhibition; 2% of 350,000 active; mouse ES cells, Bmi1-luciferase knock-in reporter, 24 h; 100% = twice the neutral-well signal; reporter increase, % at 12.5 µM; AID 602393; in the data active means activation above about 40%; inconclusive means no clear call, values can overlap the other calls;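 further: 0% = median of the plate's neutral control wells and 100% = double that signal; a rise in the Bmi1 reporter signal indicates esBAF inhibition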
# RAD54 inh = blocks human RAD54 Holliday junction branch migration. Q92698. FAM/BHQ fluorescence. inhibition, % at 10.4 µM. 0.14% of 360,000 active;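 active means mean normalized replicate activity at least 40 and at least half of replicates scoring 40 or more; inconclusive means only one of the two criteria met; inactive means mean below 40 and under half of replicates reaching 40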;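 further: 0% = median of neutral control wells and 100% = median of positive control wells; inhibitors cause a drop in the FAM fluorescence signal; in these data hits start at about 50%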
# Target sequence (Q92698 whole entry, looked up): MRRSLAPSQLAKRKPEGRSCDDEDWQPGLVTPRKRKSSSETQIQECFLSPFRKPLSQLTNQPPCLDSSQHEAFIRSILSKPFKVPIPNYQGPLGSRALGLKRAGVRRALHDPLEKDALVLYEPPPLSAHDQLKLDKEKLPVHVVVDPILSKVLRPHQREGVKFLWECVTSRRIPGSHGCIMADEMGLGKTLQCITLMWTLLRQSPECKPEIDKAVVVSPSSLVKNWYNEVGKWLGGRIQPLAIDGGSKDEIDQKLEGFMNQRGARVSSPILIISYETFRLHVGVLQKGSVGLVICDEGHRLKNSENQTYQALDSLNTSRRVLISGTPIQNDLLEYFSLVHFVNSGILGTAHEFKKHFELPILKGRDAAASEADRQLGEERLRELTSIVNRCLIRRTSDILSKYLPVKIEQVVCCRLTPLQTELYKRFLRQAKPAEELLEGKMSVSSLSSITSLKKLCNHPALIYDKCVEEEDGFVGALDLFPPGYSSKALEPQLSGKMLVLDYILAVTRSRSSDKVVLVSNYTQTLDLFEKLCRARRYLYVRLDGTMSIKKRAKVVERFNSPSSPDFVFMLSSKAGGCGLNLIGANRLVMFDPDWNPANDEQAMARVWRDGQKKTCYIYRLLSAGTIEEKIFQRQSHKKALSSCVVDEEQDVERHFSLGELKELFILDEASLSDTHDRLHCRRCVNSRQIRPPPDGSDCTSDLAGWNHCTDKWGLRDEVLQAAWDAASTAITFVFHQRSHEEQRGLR
# The depositor's hits bear a star; ? = inconclusive. Only part of the results is shown; the hit share may differ from the screen's.
SMILES	esBAF inh	RAD54 inh
Cn1c(=O)c2c(nc(SCC(=O)NCc3ccc4c(c3)OCO4)n2Cc2ccccc2)n(C)c1=O	8	0
COCC(=O)Nc1ccc(S(=O)(=O)NCCc2ccccc2)cc1	1	3
Cc1cc2cc(CN(Cc3ccco3)C(=O)C3CCCCC3)c(=O)[nH]c2cc1C	-4	-6
CN(CCc1ccccn1)S(=O)(=O)c1ccc(F)cc1	-8	-13
COc1ccc(-c2nc3c(n2O)CCCC3=O)cc1OC	0	-11
Cc1[nH]c(=O)[nH]c(=O)c1S(=O)(=O)N1CCCC1	-2	-5
Nc1ccc(Sc2cnn(-c3ccccc3)c(=O)c2Cl)cc1	18	-1
NC(=O)CSc1nnc(-c2ccc(S(=O)(=O)N3CCCC3)cc2)n1CC1CCCO1 (centres undefined)	0	-1
CCOC(=O)N1CCN(C(=O)Cc2ccsc2)CC1	-6	-25
Cc1cc(=O)n2nc(N3CCC(C(=O)NC4CCCc5ccccc54)CC3)sc2n1 (centres undefined)	5	0
COc1cc(NC(=O)c2ccccc2)c(OC)cc1NC(=O)CN1CCOCC1	2	8
COCCN(CCOC)CC(O)COC(c1ccccc1)c1ccccc1 (centres undefined)	1	-2
CCOc1ccc(C(C)C)cc1S(=O)(=O)n1nc(C)cc1C	-5	-12
CCc1ccc(N(C(=O)c2ccco2)C(C(=O)NC2CCCC2)c2ccco2)cc1 (centres undefined)	50*	-2
c1ccc2c(-c3ccncc3)c[nH]c2c1	-4	11
N#Cc1cc2c(nc1SCC(N)=O)CCCCC2	32	-2
CCCCCCc1nc(C(N)=O)c2[nH]c(=O)n(-c3ccc(OCC)cc3)c2n1	-10	3
O=C(c1cc(-c2ccco2)nn1-c1cccc(Cl)c1)N1CCCCC1	-5	12
Cc1ccccc1-n1nnc2c(=O)oc3ccccc3c21	-1	-3
CCCOC(=O)c1cc2ccccc2oc1=O	?	7

# Further compounds follow:
SMILES	esBAF inh	RAD54 inh
Cc1ccc(S(=O)(=O)N(CC(=O)NCc2ccco2)Cc2ccc(F)cc2)cc1	-5	15
Cc1cc2c(C)nc3ccccc3c2o1	1	9
CCn1c(SCC(=O)Nc2ccc(N(C)C)cc2)nnc1-c1cccc(C)c1	9	5
CN(C)S(=O)(=O)c1ccc(N2CCCC2)c(C(=O)Nc2ccccc2N2CCOCC2)c1	4	-17
COC(=O)CN1C(=O)C(O)(CC(=O)c2ccc(C)cc2)c2ccccc21 (centres undefined)	-3	0
COc1ccccc1N1CCN(C(CNS(=O)(=O)c2ccccc2)c2cccnc2)CC1 (centres undefined)	4	-13
CCSc1nnc(NC(=O)c2cc3c(s2)CCCC3)s1	54*	0
Fc1ccc(COc2ccc(Cl)cc2/C=N/Nc2nc(N3CCCC3)nc(N3CCCC3)n2)cc1	2	-6
COC(=O)CSc1nnc(-c2cccc(NC(=O)c3ccc(C)cc3)c2)n1C	-6	1
CC(=O)CC1(C)OC(N)=C(C#N)C1(C#N)C#N (centres undefined)	-6	-6
C=CCc1c(C)nc(C)nc1N/N=C/c1ccc(F)cc1	10	5
N#Cc1c2c(c(NCc3ccco3)n3c1nc1ccccc13)CCC2	-9	1
COc1ccc(N=CC2=C(O)c3ccccc3C2=O)c(OC)c1	-83	-1
Cc1cc2nc(C(F)(F)F)[nH]c(=O)n2n1	3	-21
C=CCNc1oc(-c2cccs2)nc1C#N	21	-7
CN1CCN(c2ccc(CNC(=O)c3cccc4c(-c5ccc(F)c(F)c5)coc34)cc2)CC1	2	16
COc1ccc(NC(=O)CN2C(=O)/C(=C3\SC(=S)N(CCC(=O)O)C3=O)c3ccccc32)cc1	4	-2
COc1ccc(CCNc2ccc(C)cc2)cc1	14	7
CCC1CCCCN1CCCNC(=O)Cn1ncc2c([nH]c3ccc(C)cc32)c1=O (centres undefined)	-3	-4
CCOc1cc(NS(=O)(=O)c2ccc(OC)cc2)c(OCC)cc1NC(=O)c1ccco1	6	-4

# (continued)
SMILES	esBAF inh	RAD54 inh
Cc1c(NC2=NC(C)(C)Cc3ccccc32)c(=O)n(-c2ccccc2)n1C	6	0
COc1ccccc1OCCNC(=O)c1cccs1	24	1
CCOCCCNC(=O)c1ccc(CS(=O)(=O)Cc2ccccc2F)o1	-3	-4
COC(=O)c1sccc1NC(=O)c1c(C)cc(=O)oc1C	1	-2
Cc1cccc(C)c1C(O)c1ncc(-c2ccc(F)cc2)[nH]1 (centres undefined)	-4	-15
CCOC(=O)c1ccc(OCc2nc(-c3cccs3)no2)cc1	21	-3
CCOC(=O)c1ccc(Oc2nc(NC)nc(Nc3ccccc3)n2)cc1	3	4
COc1ccc(C2=NOC(C(=O)NCc3ccccn3)C2)cc1OC (centres undefined)	-1	-5
CCCc1cc(C(=O)N2CCN(S(=O)(=O)c3ccc(OC)c(OC)c3)CC2)cs1	5	6
Cn1c(=O)[nH]c(=O)c2c1nc(N1CCCCC1)n2CCOc1ccccc1	-12	3
CSc1ccccc1C(=O)NCc1ccc(S(N)(=O)=O)cc1	-3	-8
COC(=O)c1cc(OC)c(OC)cc1NC(=O)CSc1nnnn1Cc1ccccc1	-4	-1
CCc1cc(=O)oc2cc(C)cc(OCc3nn[nH]n3)c12	2	-11
Cc1cc(=O)n2nc(N3CCCC(C(=O)NCCCN4CCc5ccccc5C4)C3)sc2n1 (centres undefined)	-4	-3
CCCCOC(=O)c1ccc(NC(=O)c2ccoc2C)cc1	40	-6
O=C(c1ccc(CNS(=O)(=O)c2ccccc2)cc1)N1CCN(c2ccccn2)CC1	27	-2
Cc1cc(N2C(=O)C(O)=C(C(=O)c3ccco3)C2c2ccc(O)cc2)no1 (centres undefined)	-13	-4
CCc1ccc2[nH]c(=O)c(CN(CCCN3CCOCC3)C(=O)Nc3cccc(Cl)c3)cc2c1	2	4
Cc1ccc(Cl)cc1N1CCN(C(=O)c2ccc(NS(=O)(=O)c3c(C)noc3C)cc2)CC1	-11	-2
CCn1c(-c2csc(-c3ccccc3)n2)n[nH]c1=S	15	-3

# For convenience, some entries already given:
SMILES	esBAF inh	RAD54 inh
Cc1ccc(Cl)cc1N1CCN(C(=O)c2ccc(NS(=O)(=O)c3c(C)noc3C)cc2)CC1	-11	-2
CCn1c(-c2csc(-c3ccccc3)n2)n[nH]c1=S	15	-3

# Later entries.
SMILES	esBAF inh	RAD54 inh
Cc1ccc(S(=O)(=O)N2CCN(C3CCN(Cc4ccccc4)CC3)CC2)cc1	0	9
Cc1ccc(C(=O)C(C)OC(=O)C2=COCCO2)cc1C (centres undefined)	-6	3
Oc1ccc(CN2CCc3ccccc3C2)c2cccnc12	-48	4
Cc1sc2ncnc(SCC(=O)N3CCCC3)c2c1C	8	-7
O=C(Nc1ccc2[nH]c3c(c2c1)CCCC3)c1ccco1	39	-4
CCOc1ccccc1-n1c(SCC(=O)N(CC)CC)nnc1-c1ccccn1	-2	10
Cc1ccc(SCc2cc(=O)[nH]c(N3CCN(Cc4ccccc4)CC3)n2)cc1	-1	-1
Cc1nn(C)c(C)c1S(=O)(=O)NC1CCCC1	0	-1
CCOc1ccc(C(=O)COc2ccc(NC(C)=O)cc2)cc1	5	-14
CCCSc1nc(N2CCOCC2)c2c(c1C#N)CC(C)(C)SC2	14	10
Cc1cccn2c(=O)c(C=O)c(Nc3ccc(S(N)(=O)=O)cc3)nc12	-7	4
CC(=O)Nc1ccc(C(=O)N/N=C/c2ccccc2OC(=O)c2ccc(Cl)cc2)cc1	28	5
Cc1nn(C(=O)N2CCCCC2)c(C)c1CN1C(=O)c2ccccc2C1=O	-4	-4
CNCCCOc1ccc(C)cc1Br	6	-9
Cc1ccc(S(=O)(=O)N(C)CC(=O)Nc2cccc3c2CCCC3)cc1	8	5
Cc1cc(=O)[nH]c(SCCOc2ccc3c(c2)CCC3)n1	30	6
CO/N=C(/CS(=O)c1ccc(Br)cc1)c1ccc(OC)cc1 (centres undefined)	3	-4
O=C(Nc1ccc2c(c1)OCO2)c1csc(COCCO)n1	19	7
CCCc1cc(=O)n2[nH]c(Cc3ccccc3)nc2n1	-4	-9
CCOc1ccccc1NC(=O)c1ccc(F)c(S(=O)(=O)N2CCC3(CC2)OCCO3)c1	5	-2

# Further entries follow:
SMILES	esBAF inh	RAD54 inh
O=C(CSc1nccn1-c1ncc(C(F)(F)F)cc1Cl)c1ccc(Cl)cc1	34	4
Cc1cc2cc3c(cc2nc1SCC(=O)N1c2ccccc2CC1C)OCO3 (centres undefined)	-45	-9
COc1ccc(OC)c(NC(=O)CN(c2ccc(OC)c(Cl)c2)S(C)(=O)=O)c1	-6	-16
O=C(/C=N/O)NCCCn1ccnc1	-5	-8
CSCCC(NS(=O)(=O)c1ccc2c(c1)OCCO2)C(=O)NCCc1ccccn1 (centres undefined)	-2	-2
Cc1ccc(-n2c(=O)c3c4c(sc3n3c(C)nnc23)COC(C(C)C)C4)cc1 (centres undefined)	6	3
COc1ccc(-c2nc(N)n[nH]2)cc1	0	1
O=C(N/N=C/c1ccc2ccccc2c1)c1ccc(COc2ccc3c(c2)CCC3)o1	13	2
N#CCCN(C(=O)c1ccco1)c1ccccc1	3	-5
CCOc1cc(C2C(C(=O)N3CCCCC3)=C(C)NC3=C2C(=O)CCC3)cc(Br)c1O (centres undefined)	1	5
Cc1ccc2c(c1)-c1c(cnn1CC(=O)O)CO2	9	-9
Cc1nc(CN2CCN(C(=O)c3ccc(Br)cc3)CC2)cs1	0	2
O=S(=O)(NCc1cn2ccsc2n1)c1ccc(Oc2ccccc2)cc1	-38	-3
Cc1ccc2[nH]c3c(c2c1)CCCC3=O	10	0
CC(C)C[C@H](N)c1nnc(S(=O)(=O)Cc2ccc(F)cc2)o1	10	-3
O=C(COc1ccc(Cl)cc1)NC1CCSC1=O (centres undefined)	17	5
COc1ccc(-n2ncc3c(NCCCN4CCOCC4)ncnc32)cc1	-8	9
c1ccc(Cn2c(CNc3nc4ccccc4n3CCN3CCOCC3)nc3ccccc32)cc1	-12	12
COc1cc(OC)cc(-c2nnc(SCC(=O)N3CCCC3)o2)c1	8	-4
CN(C(=O)COC(=O)c1ccc(Cl)cc1N)C1CCS(=O)(=O)C1 (centres undefined)	-6	6

# Some of these compounds in order of count of non-hydrogen atoms, descending:
SMILES	esBAF inh	RAD54 inh
CCOc1cc(C2C(C(=O)N3CCCCC3)=C(C)NC3=C2C(=O)CCC3)cc(Br)c1O (centres undefined)	1	5
CSCCC(NS(=O)(=O)c1ccc2c(c1)OCCO2)C(=O)NCCc1ccccn1 (centres undefined)	-2	-2
COc1cc(OC)cc(-c2nnc(SCC(=O)N3CCCC3)o2)c1	8	-4
COc1ccc(-c2nc(N)n[nH]2)cc1	0	1

# The results go on.
SMILES	esBAF inh	RAD54 inh
COc1cccc(/C=N/Nc2ncnc(N)c2[N+](=O)[O-])c1OC	-62	4
O=C(Nc1ccc(N2CCOCC2)cc1)C1CCCN(S(=O)(=O)c2cccc(C(F)(F)F)c2)C1 (centres undefined)	-2	1
CCOc1cccc2sc(=NC(=O)c3ccc(S(=O)(=O)N4CCOCC4)cc3)n(C)c12	-7	1
Cc1cccc(-n2ncc3c(NCc4ccccn4)ncnc32)c1	53*	-18
CCCn1c(=N)c(C(=O)NCC2CCCO2)cc2c(=O)n3cccc(C)c3nc21 (centres undefined)	-6	9
COc1nc(Nc2ccc(C(C)C)cc2)nc(OC)n1	58*	-2
CCOc1cc(CN2CCN(CCOCCO)CC2)ccc1OC	-7	0
CC(C)NC(=O)Cn1c(SCC(=O)N2CCc3ccccc3C2)nc2ccccc21	-7	-8
CCOC(=O)c1cc(-c2ccc(/C=N\n3cnnc3)o2)ccc1Cl	0	-13
COc1ccc(-c2nc(-c3cccs3)c(-c3cccs3)[nH]2)cc1O	18	-18
CCOc1ccc(C(=O)N2CCCCCC2)cc1	7	-7
c1c2c(cc3sc(N4CCOCC4)nc13)OCO2	-22	3
CCCOc1ccc(C(=O)Nn2c(C)nc3ccccc3c2=O)cc1	10	3
Cc1cc(C)n(C(=O)c2cc3ccccc3c(=O)o2)n1	-1	-6
COc1ccc(NC(=O)COc2ccc(CNCCCN3CCOCC3)cc2OC)cc1	3	-2
O=C(NCCNC(=O)c1cc(OCC(F)(F)F)ccc1OCC(F)(F)F)Nc1cccc(C(F)(F)F)c1	-1	5
CC(C)(C)c1cc(Br)ccc1OCC(=O)Nc1ncn[nH]1	-9	5
COc1ccc(Nc2ncc3c(n2)CC(c2ccc(OC)cc2)CC3=O)cc1 (centres undefined)	-5	-2
C[C@@H]1CCCCCCCCC(=O)OCCN[C@H](C)CCCCCCCCC(=O)OCCN[C@H](C)CCCCCCCCC(=O)OCCN1	-1	-15
O=c1c2c(-c3ccc([N+](=O)[O-])cc3)csc2nc2n1CCC2	-5	1
O=C(CN1CCOCC1)Nc1nc2ccc(F)cc2s1	20	-2

# By substructure, the entries above containing bromine (five)
SMILES	esBAF inh	RAD54 inh
CNCCCOc1ccc(C)cc1Br	6	-9
CO/N=C(/CS(=O)c1ccc(Br)cc1)c1ccc(OC)cc1 (centres undefined)	3	-4
CCOc1cc(C2C(C(=O)N3CCCCC3)=C(C)NC3=C2C(=O)CCC3)cc(Br)c1O (centres undefined)	1	5
Cc1nc(CN2CCN(C(=O)c3ccc(Br)cc3)CC2)cs1	0	2
CC(C)(C)c1cc(Br)ccc1OCC(=O)Nc1ncn[nH]1	-9	5
